Source: PubChem
F-actin modifier = cytoskeleton assembly modification | HUVEC TNFa F-actin phalloidin imaging, high content | inhibition, % at 2 µM | 0.18% of 91,000 active;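 active = inhibition above the batch mean plus 3 SD and confirmed as a hit by visual image inspection, cut at about 30% in these data, passing the limit was not always enough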; note: strong numbers were not always called active
HUVEC tox IL1B = HUVEC cytotoxicity counter-screen, IL-1B stimulated. cell count reduction, % at 2 µM. AID 845. HUVEC cell count loss, Hoechst imaging. 0.41% of 94,000 active;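 active = cell count reduction more than 3 SD above the screen-wide mean, cut at about 70% in these data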;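 note: normalized per plate to untreated control cells as the no-loss baseline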
HUVEC tox TNFa = toxic to HUVEC cells under TNF alpha stimulation; HUVEC TNFalpha-stimulated, Hoechst cell count, imaging; 0.17% of 93,000 active; cell count reduction, % at 2 µM; AID 848;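 active = cell count reduction exceeding the screen mean by over 5 SD, scaled to untreated wells per plate, cut at about 78% in these data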;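 note: cells counted after 24 h of TNF alpha exposure following the 1 h pretreatment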
VCAM1 TNFa inh = reduces TNF alpha induced VCAM1 expression in HUVEC; HUVEC TNFa-induced VCAM-1 immunofluorescence, high-content imaging; inhibition, % at 2 µM; 0.48% of 95,000 active;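 active = inhibition above the batch mean plus 3 SD, with images confirmed as a hit by eye, cut at about 37% in these data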;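 note: 0% = TNF-stimulated DMSO wells and 100% = unstimulated control wells; not every result past the cut was called active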
ERa SRC1 inh = ER-alpha (human) coactivator binding inhibition | 1.7% of 86,000 active | TR-FRET ER-alpha LBD / SRC-1 peptide, estradiol-bound | inhibition, % at 25.6 µM | P03372; in the data active = inhibition above about 50%;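 note: 0% = receptor plus peptide control and 100% = peptide only without receptor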
LYP inh 2 = blocks human PTPN22 phosphatase activity; Q9Y2R2; recombinant LYP catalytic domain, DiFMUP fluorescence; inhibition, % at 2 µM; 0.21% of 96,000 active;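 active = inhibition at 2 µM at or above a set limit, the screen mean plus 3 SD, cut at about 24% in these data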;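 note: 0% = DMSO with enzyme and 100% = enzyme fully blocked by orthovanadate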
Target sequence (Q9Y2R2 whole entry, looked up, the tested form may be a part): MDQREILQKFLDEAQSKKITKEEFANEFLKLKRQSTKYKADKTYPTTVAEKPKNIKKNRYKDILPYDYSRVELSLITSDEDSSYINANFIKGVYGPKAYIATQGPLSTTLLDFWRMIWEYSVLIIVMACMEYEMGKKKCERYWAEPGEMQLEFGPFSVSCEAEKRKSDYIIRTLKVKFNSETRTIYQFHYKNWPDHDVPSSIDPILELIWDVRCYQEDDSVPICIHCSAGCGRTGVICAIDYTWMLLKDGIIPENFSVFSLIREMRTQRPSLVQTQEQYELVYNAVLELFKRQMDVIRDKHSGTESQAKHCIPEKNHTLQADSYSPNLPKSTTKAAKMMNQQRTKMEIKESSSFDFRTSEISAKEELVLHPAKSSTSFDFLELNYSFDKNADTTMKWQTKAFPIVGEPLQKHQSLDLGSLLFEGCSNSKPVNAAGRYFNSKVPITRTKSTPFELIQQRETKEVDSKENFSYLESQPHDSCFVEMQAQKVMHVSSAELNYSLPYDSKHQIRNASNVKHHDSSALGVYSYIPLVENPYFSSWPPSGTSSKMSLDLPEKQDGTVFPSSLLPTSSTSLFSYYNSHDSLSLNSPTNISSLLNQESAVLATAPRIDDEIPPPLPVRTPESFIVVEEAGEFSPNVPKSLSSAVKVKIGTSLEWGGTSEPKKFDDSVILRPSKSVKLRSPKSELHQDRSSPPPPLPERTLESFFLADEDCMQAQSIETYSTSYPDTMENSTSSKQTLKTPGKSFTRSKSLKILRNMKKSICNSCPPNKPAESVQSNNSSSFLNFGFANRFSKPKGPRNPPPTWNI
Pyk2 oligo antag = antagonists of human Pyk2 oligomerization | Q293 cells, Pyk2 FERM NanoBiT luminescence; stronger effect = lower value | z-score (the deposit names both 25 µM and 10 µM) | Q14289 | 0.83% of 99,000 active;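 active = Z-score of -3 or lower, scaled per plate to the spread of control and sample wells; inactive = z-score above -3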;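 note: negative z-score means lost luminescence so less FERM oligomerization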
LYP act = increases human PTPN22 phosphatase activity. recombinant LYP, DiFMUP fluorescence; 0 = plate median, 100 = signal doubled. 0.11% of 96,000 active. activation, % at 2 µM. AID 697. Q9Y2R2;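 active = activation at 2 µM above a set limit, the mean plus 5 SD, cut at about 37% in these data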
FAK inh = FAK (human) kinase inhibition. inhibition, %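 (tested at 7 µM)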. 0.84% of 97,000 active. AID 727. biochemical FAK kinase activity assay; in the data active = inhibition above about 19%;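 note: 0% = DMSO and 100% = reference compound high control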
* = called active by the depositor; / = no result given; [ ] = another dose, or the depositor's remark.

The line under a structure holds: HUVEC tox TNFa	VCAM1 TNFa inh	HUVEC tox IL1B	Pyk2 oligo antag	F-actin modifier	LYP act	LYP inh 2	FAK inh	ERa SRC1 inh
c1ccc(-n2nnnc2SCc2cn3ccccc3n2)cc1
 : -19	-11	-2	-0.22	/	9	-10	-2	1
CC(C)(C)NC(=O)COC(=O)Cc1ccc(Cl)cc1
 : -12	3	-40	0.39	-7	5	-8	-2	-5
O=C(c1ccco1)n1c(=S)nc2ccccn21
 : -4	17	-3	0.56	-5	6	-9	-1	-9
COc1cc(OC)c(C(=O)Nc2ncn[nH]2)cc1OC
 : /	-5	-36	0.36	8	-7	8	2	-22
Cc1nnc(NC(=O)CSc2nnc3scc(-c4ccc(C)c(C)c4)n23)s1
 : 2	-9	-24	-0.58	49	-1	-1	5	-23
CCOc1cc(CNCc2ccccn2)ccc1OCC(=O)NC1CCCCC1
 : -20	4	-5	-0.57	9	-7	6	-2	/
O=C(Nc1ccc2nn(-c3ccccc3)nc2c1)c1cccnc1
 : -16	-2	-5	-1.1	20	-4	2	3	40
Cc1ccc(OCC(=O)N2CCN(c3nnc(-c4ccc(C)cc4)c4ccccc34)CC2)cc1
 : -12	0	-5	-1.9	7	-13	14	1	2
COC(=O)CCN(C)CCC(=O)OC
 : -2	19	12	0.22	-19	7	-10	0	/
COC(=O)c1[nH]c(=O)c2ccccc2c1O
 : -12	10	12	2.7	0	0	0	9	-12
CCN(CC)CCNc1nc2c(c(=O)n(C)c(=O)n2C)n1C/C=C(/C)Cl
 : 39	1	/	-0.26	-18	-11	8	9	5
Cn1c(NCc2cccnc2)nc2c1c(=O)n(Cc1ccccc1F)c(=O)n2C
 : 15	21	16	0.49	-13	2	-2	0	-35
Brc1ccc(CSc2nnc(Cc3c[nH]c4ccccc34)o2)cc1
 : -22	11	17	-0.35	9	-4	4	1	-26
CC(=O)c1cccc(N(CC(=O)Nc2ccc(F)cc2F)S(C)(=O)=O)c1
 : -27	0	-1	-0.1	17	0	0	-1	14
Cc1cc(C)cc(N2C(=O)CC(n3nc(C)cc3C)C2=O)c1 (configuration not stated)
 : 6	7	-1	0.39	2	10	-10	0	-5
CCCCCCCCn1cnc2c(N)c(C)c(C)cc21
 : 22	-6	-13	-1.2	-114	-13	16	3	/
O=C(c1ccc(S(=O)(=O)N2CCOCC2)cc1)N1CCCc2ccccc21
 : 2	-3	-17	1.8	13	5	-1	-9	-1
CC(Sc1ccc2c(c1)OCCO2)C(=O)Nc1ccc2c(c1)OCO2 (configuration not stated)
 : -43	-7	-28	1.4	29	12	-15	-2	-7
CN1CCN(CCCNC(=O)C2CC(=O)N(C3CCCCC3)C2)CC1 (configuration not stated)
 : /	/	-14	1.5	/	10	-6	-6	-13
CCCNC(=O)NC(C(=O)OC)C12CC3CC(CC(C3)C1)C2 (configuration not stated)
 : -24	1	1	0.55	-2	-3	7	-3	-9
O=C(CCSc1ccccc1)N1CCOCC1
 : 10	16	-20	0.45	4	5	-5	1	-5
Nc1nc(SCC(=O)C23CC4CC(CC(C4)C2)C3)n[nH]1
 : -4	-11	1	-0.49	18	-2	-2	-5	-1
CC(C)OCCCNC(=O)CNC(=O)c1cccs1
 : 5	7	2	3.1	3	5	-8	-1	-1[fluorescence artefact?]
CCC(=O)Nc1cc(-c2nnc(OC)c3ccccc23)ccc1N1CCOCC1
 : -16	5	5	0.58	-10	-6	3	0	-6
CCOc1ccc(C(=O)c2nc3c(n2O)CCCC3)cc1
 : -31	9	-5	-0.84	-4	2	-5	-3	-7
CCOc1cc(C(=O)NCc2ccc(-c3nc4ccccc4o3)cc2)cc(OCC)c1OCC
 : /	-26	26	0.64	1	-10	14	-6	/
Cc1ccc(-c2cc(-c3ccccc3)nc(N/N=C/c3cccnc3)n2)cc1
 : 2	-15	12	-1.7	0	-5	7	-1	/
Cc1[nH]c2ccccc2c1C(=O)CN1CCN(C/C=C/c2ccccc2)CC1
 : 0	7	-8	0.93	-12	-1	4	3	/
O=[N+]([O-])c1cccc(/C=C/c2nc(C=Nc3ccc4ccccc4c3)c(O)o2)c1
 : 4	24	-23	0.52	-8	-6	4	-2	/
CC12CS(=O)(=O)CC1SC(=S)N2c1ccccn1 (configuration not stated)
 : 33	6	27	-0.34	1	6	-5	5	-6
CCOc1ccc2c(c1)c1nnc(SCC3CCCO3)nc1n2C (configuration not stated)
 : -38	9	-24	-0.27	18	0	1	-1	0
Cc1cccc(C(=O)Nc2sc(C(=O)N3CCCC3)c(C)c2C#N)c1
 : -16	11	24	0.01	/	1	-5	-5	4
CN1CCN(CCCNC(=O)c2ccc(CS(=O)(=O)c3ccc(Br)cc3)o2)CC1
 : -5	-1	10	/	14	-2	0	-1	-6
CCCCCOC(=O)C1=C(C)Nc2nnnn2C1c1ccc(OC)c(OC)c1OC (configuration not stated)
 : -16	10	31	-2.6	8	-1	4	0	-13
CC(C)OC(=O)CC(=O)CSc1nc2c(cc1C#N)CCC2
 : -11	-18	-12	-0.27	-7	0	0	1	-7[fluorescence artefact?]
CS(=O)(=O)N(CC(=O)N1CCN(Cc2ccccc2)CC1)Cc1ccccc1
 : -6	13	-7	-0.54	-10	7	-10	1	-8
CC(C)(C)c1nn(-c2ccccc2)c2nc(Cl)c(C=O)cc12
 : 1	7	-33	-0.71	4	1	2	3	/
O=C(CSc1nc2ccccc2n1CC(=O)N1CCCC1)NCc1ccc2c(c1)OCO2
 : -21	9	-30	-0.38	-29	-2	2	-4	-5
Cc1ccc(S(=O)(=O)N2CCN(C(=O)CN3CCc4ccccc4C3)CC2)cc1
 : -23	-1	14	0.18	-14	6	-9	1	-15
CC(=O)C1=C(C)NC(SCSc2ccccc2)=C(C#N)C1c1cccnc1 (configuration not stated)
 : -2	5	-11	/	13	-2	-1	0	4
CCCC(=O)NC1=C(C#N)C2(CCCCC2)Cc2ccccc21
 : -6	-18	12	1.9	-24	-5	5	1	-2
CC(=O)/C(=C\Nc1ccc(OCc2ccccc2)cc1)c1ccccc1
 : -15	-1	-23	-0.6	4	1	2	7	/
COc1ccccc1Nc1nc(N)nc(CN2CCCCCC2)n1
 : -3	-4	6	0.39	-12	-2	6	-2	-4
O=c1c2oc3ccccc3c2ncn1Cc1ccccc1F
 : -11	0	-21	-1	6	-3	1	1	0
Cc1ccc(S(=O)(=O)N2CCCN(S(=O)(=O)c3ccc4ccccc4c3)CC2)cc1
 : -26	5	-26	-2.3	0	2	-1	-1	32
Cc1ccc(S(=O)(=O)N(c2cccc(C)c2)C2CCS(=O)(=O)C2)cc1 (configuration not stated)
 : -8	14	5	0.4	/	3	-2	1	-3
COc1ccc(/C=C/C(=O)c2cc(F)ccc2OC(=O)c2ccccc2)cc1OC
 : 76	97*	53	-0.09	-45	-4	2	2	/
CN(C(=O)CSc1nc(-c2ccccc2)cn1N)C(c1ccccc1)c1ccccc1
 : -5	3	-49	-2	-6	4	-2	6	7[fluorescence artefact?]
CC(=O)Nc1ccc(S(=O)(=O)NC2(C(F)(F)F)NC(=O)N(C3CCCC3)C2=O)cc1 (configuration not stated)
 : -15	6	-6	-0.03	-16	1	0	-2	-22
COc1ccc(OC)c(C(=O)CSc2nc3ccccc3n2CC(=O)NC(C)(C)C)c1
 : -7	-15	0	0.4	-9	-6	5	-1	/
COc1ccc(-c2nnc(N)s2)cc1
 : 0	2	-13	1	-16	4	-7	-9	-7
COc1cc2c(cc1OC)C1(Nc3c-2c(Cc2ccccc2)nn3-c2ccccc2)C(=O)Nc2ccccc21 (configuration not stated)
 : 2	-8	-14	-2.5	-2	0	-1	-1	10
CCCCc1c(O)nc(SCCN(C)C)n(-c2ccccc2)c1=O
 : -8	0	-153	-0.07	-30	0	-1	-5	/
CCN(CC)S(=O)(=O)c1cccc2c(N(C)C)cccc12
 : -12	6	-190	-1.4	-27	-12	11	-4	/
CCS(=O)(=O)N1CCN(C2CCC(C)CC2)CC1 (configuration not stated)
 : -24	-6	12	-0.33	-9	-4	4	1	/
Cc1ccc(CN2C(=O)CCC2C(=O)NCc2ccc(F)cc2)cc1 (configuration not stated)
 : -29	-13	9	0.07	-11	8	-10	-1	-4
C=C(Br)Cn1c(CC(C)C)nc2ccccc21
 : -17	11	-27	1.1	8	3	-2	2	4
CCC(=O)Nc1cc(OC)c(NC(=O)c2ccccc2)cc1OC
 : -16	9	-17	-0.57	-1	-5	4	1	64*[fluorescence artefact?]
COc1ccc2cc3cc(C(=O)NC(C)C)oc3nc2c1
 : 11	8	6	0.13	/	-2	2	-1	3
COc1cc([C@H]2[C@@H]3CCCC[C@]3(O)CCN2CC(=O)Nc2ccc(C)cc2C)ccc1O
 : -28	15	-7	-0.27	-19	-2	-1	-3	-41

Next part
The line under a structure holds: HUVEC tox TNFa	VCAM1 TNFa inh	HUVEC tox IL1B	Pyk2 oligo antag	F-actin modifier	LYP act	LYP inh 2	FAK inh	ERa SRC1 inh
CCOC(=O)COn1c(=O)c(-c2ccco2)[n+]([O-])c2ccccc21
 : -32	0	11	0.79	-12	10	-11	-2	/
CC(=NCCc1ccccc1)C1=C(O)CCC1=O
 : 7	10	-5	0.59	2	8	-6	0	2
Cc1ccc(NC(=O)Nc2nc(-c3ccc(C)s3)cs2)cc1
 : 6	4	4	-0.41	19	7	-4	2	/
CCOc1ccc(Oc2nc(NCC(C)C)nc(N(C)C)n2)nn1
 : 4	9	2	0.7	4	-12	12	1	-5
COc1cccc(-c2c(NC(=O)c3ccco3)n(-c3ccc(C)cc3)nc(C)c2=O)c1
 : -7	6	19	0.63	4	13	-14	1	-6
COc1ccccc1-c1ccc(Nc2cccc(C(C)=O)c2)nn1
 : 3	1	10	0.81	1	-6	3	-1	24
COC(=O)c1c(NC(=O)c2nc3nc(C)cc(C(F)F)n3n2)sc2c1CCC2
 : -23	-4	-10	-0.81	4	-7	6	2	/
Cc1cc(-c2cccnc2)c(C#N)c(SCC#N)n1
 : -3	-1	-13	-1	4	-1	0	2	17
Cc1nnc(SCC(=O)Nc2ccc(N3CCOCC3)cc2)n1-c1ccccc1
 : -1	9	-19	-0.35	14	-11	14	5	-5
Cc1sc2ncn3c(C)nnc3c2c1C
 : -2	-6	4	-0.13	10	-9	9	5	2
O=C(CCc1ccccc1)Nc1cccc(-c2nnc(-c3ccco3)o2)c1
 : -18	-17	17	-0.44	8	8	-14	-1	4[fluorescence artefact?]
CC1=C(C(=O)NCc2ccccn2)C2(CCC(C)CC2)OC1=O (configuration not stated)
 : 68	-11	-14	/	-25	3	-4	6	6
Cc1noc(C)c1CN1C(=O)NC2(CCCCCCC2)C1=O
 : -22	13	-22	-0.26	5	-7	10	1	9[fluorescence artefact?]
CCC(C)(C)n1nnnc1CN1CCN(c2nc3ccc(C)cc3cc2C#N)CC1
 : -1	3	1	-0.53	/	-15	16	0	3
O=c1[nH][nH]cc1C=Nc1ccccc1O
 : -4	13	36	0.05	-1	-1	4	5	/
Cc1ccc(S(=O)(=O)c2c(N)n(CCN3CCOCC3)c3nc4ccccc4nc23)cc1C
 : -14	-22	-15	-1.9	7	4	-5	-1	22[fluorescence artefact?]
COc1ccc(CNC(N)=O)cc1OC
 : -17	3	/	-0.11	11	-6	6	-2	0[fluorescence artefact?]
Cc1ccc(C(=O)Nc2ccc(Cl)cn2)cc1
 : -4	5	26	-0.64	-16	0	-4	4	-11
O=Cc1ccccc1Oc1ccccc1
 : -16	5	0	0.7	-16	9	-6	-3	/
COc1ccc(Cc2nn3c(-c4ccccc4Br)nnc3s2)cc1
 : -8	-6	-10	-1.2	5	-2	0	4	1
Cc1cccc(Cn2cc(/C=C/[N+](=O)[O-])c3ccccc32)c1
 : -34	-14	-37	-1.6	18	-9	8	6	/
